High-throughput results: PubChem, several laboratories
ABCG2 block – human ABCG2 inhibition, ABCB1 as counter-screen; IgMXP3 cells, JC-1 efflux, flow cytometry; inhibition, % at 6.6 µM; AID 1325; actives 0.1% (n = 190,000);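 active = inhibition above 80%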;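 note: 0% = DMSO and 100% = nicardipine control wells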
Target sequence (Q9UNQ0 whole entry, looked up): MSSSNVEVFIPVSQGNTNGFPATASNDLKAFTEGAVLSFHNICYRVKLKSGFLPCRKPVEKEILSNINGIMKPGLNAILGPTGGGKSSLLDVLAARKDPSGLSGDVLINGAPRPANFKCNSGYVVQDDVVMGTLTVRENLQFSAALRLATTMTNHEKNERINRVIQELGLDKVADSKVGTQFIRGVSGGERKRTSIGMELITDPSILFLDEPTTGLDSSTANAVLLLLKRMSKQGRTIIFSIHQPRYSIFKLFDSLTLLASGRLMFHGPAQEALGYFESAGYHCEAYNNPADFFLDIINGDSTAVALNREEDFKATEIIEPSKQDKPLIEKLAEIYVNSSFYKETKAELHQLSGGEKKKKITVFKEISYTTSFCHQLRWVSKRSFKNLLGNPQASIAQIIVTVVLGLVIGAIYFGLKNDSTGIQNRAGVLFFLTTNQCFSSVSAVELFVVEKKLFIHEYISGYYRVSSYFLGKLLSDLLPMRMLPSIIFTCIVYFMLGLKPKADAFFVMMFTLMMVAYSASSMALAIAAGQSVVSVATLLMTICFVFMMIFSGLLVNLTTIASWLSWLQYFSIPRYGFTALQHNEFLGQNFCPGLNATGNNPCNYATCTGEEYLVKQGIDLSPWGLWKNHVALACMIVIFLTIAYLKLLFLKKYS
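Incubation: cells with compound and JC-1, 10 min at 25 °C, rotating, no wash / Test system: IgMXP3 (ABCG2) plus far-red-tagged CCRF-Adr (ABCB1) cells / Compound dosing: one concentration, 6.6 µM final / Also added: JC-1 fluorescent substrate / Evaluation: efflux inhibition in percent versus controls / Detection: flow cytometry, 530 nm JC-1 signal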
Cdc42 wt GTP – changes GTP binding to wildtype human Cdc42; P60953; GST-Cdc42 beads, Bodipy-GTP binding, flow cytometry; actives lie on both sides; percent activity (GTP binding), % at 10 µM; actives 0.2% (n = 190,000); AID 761;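 active = percent activity GTP binding at least 20 points away from the 100% baseline, either down as inhibitor or up as activator; inconclusive = compound flagged as likely green fluorescent from well-wide comparison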;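 note: median bead fluorescence of bound Bodipy-FL-GTP at 100 nM; 0% = excess unlabeled GTP control and 100% = no compound control; below 100% means less GTP binding so inhibitor and above means activator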
Rac1 wt modul – modulators of human Rac1 wildtype GTP binding; GST-Rac1 beads, fluorescent GTP binding, flow cytometry; actives lie on both sides; 0 = cold GTP competed, 100 = untreated; P63000; GTP binding activity (% of control), % at 10 µM; actives 0.27% (n = 190,000);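 active = GTP binding activity at least 20 points away from the 100% control level, either lower or higher; inconclusive = compound flagged as likely green fluorescent, judged across all proteins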
Rac1 mut GTP – modulators of GTP binding to human Rac1 activated mutant | actives 0.11% (n = 190,000) | P63000 | GST-Rac1 activated beads, fluorescent GTP binding, flow cytometry; actives lie on both sides; 100% means binding = to untreated wells | percent activity (GTP binding), % at 10 µM | AID 764;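 active = GTP binding at least 20 percentage points away from the 100% baseline, in either direction, so actives lie on both sides; inconclusive = Compound likely fluorescent itself, or too few beads counted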
Avidin fluor – compound fluoresces at 488/530 nm on avidin beads. fluorescence (KMESF) at 10 µM. actives 0.38% (n = 220,000). AID 1775. compound fluorescence 488/530 nm, flow cytometry; stronger effect = higher value; in the data active = fluorescence above about 47; note: inactives centre near 10
HRas wt GTP – human HRas wildtype GTP binding, change in either direction; GST-Ras wt beads, Bodipy-FL-GTP binding, flow cytometry; actives lie on both sides; GTP binding activity, % at 10 µM; actives 0.14% (n = 190,000); AID 759;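 active = GTP binding activity at least 20% away from the 100% baseline, either lowered as inhibitor or raised as activator; inconclusive = flagged as likely green fluorescent, judged across all proteins in the well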;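 note: 0% = unlabeled GTP competition control and 100% = no-compound control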
Rab2 wt GTP – changes GTP binding to wildtype dog Rab2A, up or down; actives 0.19% (n = 190,000); GST-Rab2 wt beads, Bodipy-GTP binding, flow cytometry; GTP binding activity, % at 10 µM;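 active = GTP binding activity at least 20 points away from 100%, either lowered or raised; inconclusive = signal likely due to the compound's own green fluorescence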;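 note: 0% = beads with excess unlabeled GTP and 100% = no-compound control corrected for plate trend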
ABCB1 inh – blocks JC-1 efflux by human ABCB1 transporter; inhibition, % at 6.6 µM; AID 1326; CCRF-Adr cells, flow cytometry; actives 0.067% (n = 190,000); in the data active = inhibition above about 40%;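 note: 0% = vehicle and 100% = reference inhibitor; higher value means more JC-1 retained so stronger ABCB1 efflux block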
Mcl1-Noxa inh – Mcl-1/Noxa interaction inhibition. Q07820. TR-FRET Mcl-1/Noxa peptide binding, 2 h. inhibition, % at 21.7 µM. actives 1.5% (n = 220,000). AID 1022;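 active = compounds that cut the protein-peptide binding signal by more than 50% relative to plate controls in a single-dose test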;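 note: His-tagged Mcl-1 with rhodamine Noxa BH3 peptide and terbium anti-His antibody; 0% = Mcl-1 plus Noxa peptide wells and 100% = peptide-only wells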
Target sequence (Q07820 whole entry, looked up): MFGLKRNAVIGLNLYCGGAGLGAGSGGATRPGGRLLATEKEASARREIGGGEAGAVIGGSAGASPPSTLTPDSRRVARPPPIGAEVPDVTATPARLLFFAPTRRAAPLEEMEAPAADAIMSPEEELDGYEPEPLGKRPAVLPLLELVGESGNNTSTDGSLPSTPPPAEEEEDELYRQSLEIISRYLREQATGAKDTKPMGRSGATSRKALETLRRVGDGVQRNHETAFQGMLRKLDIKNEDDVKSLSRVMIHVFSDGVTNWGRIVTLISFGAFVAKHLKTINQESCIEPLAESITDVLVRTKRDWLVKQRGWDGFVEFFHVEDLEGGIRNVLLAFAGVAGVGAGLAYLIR
Rab7 wt GTP bind – dog Rab7 wildtype GTP binding, inhibitors and activators; GST-Rab7 beads, fluorescent GTP binding, flow cytometry; actives lie on both sides; untreated = 100%, excess cold GTP = 0%; GTP binding activity (percent of control), % at 10 µM; actives 0.055% (n = 190,000);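 active = fluorescent GTP binding to Rab7 beads changed by at least 20 points from the 100% baseline, either direction, mostly lower; inconclusive = compound itself probably fluorescent, or too few beads counted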;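 note: median green fluorescence of bound Bodipy-FL-GTP per Rab7 bead population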
Pf gamet viab – kills late stage P. falciparum gametocytes; P. falciparum stage V gametocytes, ATP luminescence, 24 h; inhibition, % at 10.9 µM; actives 0.065% (n = 150,000); AID 743093;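 active = inhibition above the mean plus 3 SD of compounds within the control limits, set per campaign, cut at about 38% in these data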;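 note: 0% = DMSO wells and 100% = medium only without gametocytes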
Starred values were filed as active, the others as inactive; u = inconclusive; x = not tested or not shown.

SMILES	ABCG2 block	Cdc42 wt GTP	Rac1 wt modul	Rac1 mut GTP	Avidin fluor	HRas wt GTP	Rab2 wt GTP	ABCB1 inh	Mcl1-Noxa inh	Rab7 wt GTP bind	Pf gamet viab
Nc1nc(N2C(=O)C3CC=CCC3C2=O)nn1-c1ccccc1 (centres undefined)	1	103	102	97	6	99	97	0.3	-12	95	x
C/C(=N/NC(=O)c1ccoc1C)c1ccc(NC(=O)c2ccncc2)cc1	-5	99	104	98	12	98	99	-3.6	30	95	-37
O=S(=O)(c1ccc(Br)s1)N1CCC(Cc2ccccc2)CC1	-1	98	101	96	11	102	101	-0.6	0	105	x
CC(C)NC(=O)C(Cc1ccccc1)N1C(=O)c2ccccc2C1=O (centres undefined)	0	101	103	95	4	101	100	-0.5	3	103	x
O=C(COC(=O)c1cnccn1)c1ccc2ccccc2c1	-1	96	94	93	10	96	94	-0.1	-9	99	x
Cc1ccccc1-n1c(C)nnc1SCC(=O)NC1CCCc2ccccc21 (centres undefined)	-5	95	99	98	7	97	97	-0.3	8	97	2
COc1ccc(N(CC(=O)NCc2ccc(C)cc2)S(=O)(=O)c2ccccc2[N+](=O)[O-])c(OC)c1	29	98	100	97	10	99	99	13	22	99	4
COC(=O)C/C=C/[C@@H](C)[C@@H](/C=N/OCC[C@@H]1C=C[C@H](OC(C)=O)[C@@H](COC(C)=O)O1)NS(=O)(=O)c1ccc(C)cc1	3	102	106	100	6	101	102	2.7	6	100	x
CC(C)(C)NC(=O)c1cccc(NC(=O)c2ccco2)c1	16	100	106	101	4	101	101	1.6	6	101	-2
CC(C)CCN(C)C1CCN(C(=O)Nc2c(F)cccc2F)CC1	3	98	100	97	8	100	98	1.1	2	97	x
CC(=O)N1CCN(S(=O)(=O)c2ccc(C)cc2)C1C(C)C (centres undefined)	0	103	102	97	7	99	97	0.0	10	96	9
O=C(NC1CCCC1)C1c2ccccc2C(=O)N1C1CCCCC1 (centres undefined)	2	99	95	96	26	100	97	0.6	9	99	9
O=C(C1=C(O)C(=O)N(Cc2ccccc2)C1c1ccncc1)c1ccco1 (centres undefined)	0	100	99	99	37	99	98	0.1	6	100	-4
CCOc1ccc(S(=O)(=O)Nc2ccc3c(c2)OCO3)c2cccnc12	-1	89	95	93	16	91	92	0.0	7	93	x
COc1ccc(-c2cc(C(F)F)n3ncc(C(=O)N4CCc5ccccc5C4)c3n2)cc1	-2	98	99	96	x	101	97	-1.0	9	103	0
Cc1ccccc1C(=O)NNC(=O)C(C)N1C(=O)c2ccccc2C1=O (centres undefined)	-3	101	104	100	13	100	99	-0.2	10	102	8
CCCc1[nH]nc2c1C(c1ccc(OC)c(CSC3=NCCS3)c1)C(C#N)=C(N)O2 (centres undefined)	0	98	98	93	46	95	94	0.3	-22	94	x
Cn1c(=O)c2cc(S(=O)(=O)NC(Cc3ccccc3)C(=O)NCc3ccco3)ccc2n(C)c1=O (centres undefined)	-1	104	105	99	16	104	102	-0.9	9	99	x
Cc1ccccc1Nc1ccc(S(=O)(=O)N2CCOCC2)cc1[N+](=O)[O-]	10	97	100	96	2	100	97	1.0	-9	98	x
CC(N)C12CC3CC(CC(O)(C3)C1)C2 (centres undefined)	1	104	101	100	11	102	102	0.5	11	102	24
O=C(CSc1nnc(CNC(=O)c2ccco2)o1)c1ccccc1	2	99	95	95	5	99	97	1.0	13	96	x
CCCS(=O)(=O)N1CCN(S(=O)(=O)c2ccccc2[N+](=O)[O-])CC1	-3	91	92	93	10	95	98	-0.7	-13	100	-12
O=C(COc1ccc([N+](=O)[O-])cc1)NCCC1=CCCCC1	3	101	104	100	8	102	102	0.5	16	102	x
NC(=O)[C@H](Cc1cc2ccccc2s1)NC(=O)[C@@H]1CC2(CC(c3cccc(NC(=O)[C@@H]4CCC(=O)N4)c3)=NO2)CN1C(=O)/C=C/Sc1ccccc1 (some centres undefined)	1	100	105	101	11	100	100	-0.1	-24	98	4
CCN(CC)c1nc2cc(C)ccc2cc1/C=C(\C#N)C(N)=O	2	93	95	94	11	94	95	0.4	0	97	2
COC(=O)c1ccc(C2/C(=C(/O)c3ccc(OC)cc3)C(=O)C(=O)N2c2cc(C)on2)cc1 (centres undefined)	3	102	98	98	32	101	100	0.5	12	100	x
Cc1nc2ccc(C(=O)O)cc2nc1C	0	99	102	101	12	99	100	-0.1	16	97	5
COc1ccc(-c2cc(C(F)(F)F)nc(SCC(=O)N(C)Cc3cnn(C)c3C)n2)cc1OC	3	101	106	100	4	101	102	-0.1	-1	100	-29
CCOc1cc(C(=O)NC)cc(Br)c1OCc1ccccc1	3	u	u	u	10	u	u	0.4	20	u	-16
Cc1ccc(CNC(=O)CSc2ccc(-c3ccccn3)nn2)cc1	1	95	96	95	26	95	93	0.0	-1	94	28
COc1ccccc1-n1c(C)c2c(OC)cccc(=O)c2c1C	4	101	102	95	7	97	96	0.3	23	97	13
NC(=O)COC(=O)/C=C/c1cccc(Br)c1	4	98	97	95	9	96	97	0.1	9	106	20
O=C1N(Cc2cccc(Cl)c2)C[C@@H]2C[C@@H](c3cccn3-c3cccnc3)N3CCC[C@@]123	4	98	102	97	20	97	96	5.5	-2	96	11
O=C(CCSc1ccccc1)Nc1ccc(S(=O)(=O)N2CCOCC2)cc1	0	99	97	97	7	98	98	-0.1	2	98	x
N/C(=N\OC(=O)N1c2ccccc2Sc2ccccc21)c1ccc(Br)cc1	-4	97	101	98	3	98	95	-1.3	23	97	x
O=C1c2ccccc2C(=O)N1c1nc(-c2cccs2)cs1	-1	94	92	95	4	94	92	-0.3	6	93	-9
O=C(C1CCN(c2ccc(N3CCOCC3)nn2)CC1)N1CCc2ccccc2C1	21	106	105	101	9	103	103	0.9	x	102	x
C=CCNc1ncnc2c1cnn2-c1ccc(Cl)cc1	-4	103	105	100	7	102	101	-3.1	7	103	x
CCOC(=O)C(NC(C)=O)C(OC(C)=O)c1cccc([N+](=O)[O-])c1 (centres undefined)	7	96	94	93	10	93	92	1.3	x	96	x
Cc1cnc(C(=O)Nc2ccc(F)c(F)c2)cn1	7	104	103	98	11	104	104	0.8	4	102	9
CC1CC(C)(C)NC(C)c2ccccc21 (centres undefined)	19	102	106	100	35	103	100	0.5	-8	100	10
O=C(CSc1ccc(Cl)cc1)Nc1ccc(-c2nc3ccccc3[nH]2)cc1	1	105	106	101	14	104	102	-0.6	25	101	x
COC(=O)c1cccc(NC(=O)C2C3CCC(C3)C2C(=O)O)c1 (centres undefined)	0	92	91	94	8	93	96	0.4	0	97	-53
Cc1cccc(N2CCN(C(=O)CCn3c(=S)[nH]c4cc5c(cc4c3=O)OCO5)CC2C)c1 (centres undefined)	9	97	94	92	13	97	95	0.6	7	97	7
Cn1nccc1C(=O)Nc1ccc(OC(=O)c2ccnn2C)cc1	7	98	104	97	16	101	98	-0.1	-3	101	x
CCOC(=O)c1c(C)n(-c2ccc(C)cc2)c2ccc(OCC(O)CN3CCN(C)CC3)cc12 (centres undefined)	0	96	92	98	12	96	99	2.3	13	99	14
CCCCCCOc1ccc(C(=O)NCCCn2ccnc2)cc1	2	102	101	96	11	96	98	0.5	1	97	9
Cc1cccc(C)c1OCc1n[nH]c(=S)n1N	0	u	u	u	23	u	u	-0.2	19	u	16
CCOC(=O)C1(Cc2ccccc2)CCN(Cc2cnn(-c3ccccc3)c2)CC1	14	96	96	96	3	95	100	5.0	5	103	13
CC(=O)Nc1ccc(C(=O)NN2C(=O)c3ccccc3C2=O)cc1	-1	95	97	97	11	97	102	-0.8	3	104	2
Cn1c(=O)n(C)c2cc(NC(=O)c3cccc([N+](=O)[O-])c3)c(Br)cc21	31	95	92	94	9	95	93	1.3	-1	94	8
COCCn1c(=O)[nH]c2cc(C(=O)NCCN3CCN(c4cccc(Cl)c4)CC3)ccc2c1=O	20	101	100	95	37	97	98	0.1	15	96	-9
CCOC(=O)C1=C(c2ccccc2)OC(N)=C(C#N)C1C1CCCCC1 (centres undefined)	13	91	91	91	12	95	93	1.9	x	94	-3
CCCN(CC(=O)Nc1ccc(C)cc1Br)CC(=O)Nc1ccc(F)c(F)c1F	27	102	101	100	6	99	97	1.1	-7	99	7
CN(C)c1cccc(C(=O)OCC(=O)N(Cc2ccccc2)C2CCS(=O)(=O)C2)c1 (centres undefined)	2	98	95	95	22	98	98	1.1	5	105	4
O=C(CCNC(=O)c1ccc([N+](=O)[O-])cc1)N/N=C/c1ccc(F)cc1	5	95	94	93	9	95	96	-0.5	4	104	3
CCN1CCN(CC(=O)N2N=C(c3cccs3)CC2c2ccc(F)cc2)C(=O)C1=O (centres undefined)	0	97	99	96	4	97	95	-0.1	-9	95	-6
Cc1cc(C)cc(C(=O)Nc2ccc(NC(=O)Cc3ccccc3)cc2)c1	9	96	97	96	6	99	99	2.2	16	106	-10
O=C(Nc1cccc(C(F)(F)F)c1)c1cccc(NS(=O)(=O)c2ccc(Br)c(C(=O)O)c2)c1	-2	93	92	89	23	95	94	-1.0	50	97	-17
CCOC(=O)c1c(C(=O)OCC)c(C)n(N2C(=O)CSC2=S)c1C	-1	102	100	99	8	103	103	-0.8	28	101	x
The list continues.
SMILES	ABCG2 block	Cdc42 wt GTP	Rac1 wt modul	Rac1 mut GTP	Avidin fluor	HRas wt GTP	Rab2 wt GTP	ABCB1 inh	Mcl1-Noxa inh	Rab7 wt GTP bind	Pf gamet viab
COc1cccc(S(=O)(=O)Nc2ccc(C(=O)Nc3ccncc3)cc2)c1	6	101	103	99	3	98	95	0.2	18	94	-13
COc1ccc(CNC(=O)C2CCCN2S(=O)(=O)c2ccccc2)cc1 (centres undefined)	1	103	101	101	4	103	99	0.3	13	102	x
CC(C)c1nnc(NC(=O)Cc2cccs2)s1	3	108	110	102	23	104	105	0.3	7	103	x
O=C(CNC(=O)Cc1ccccc1)NCC(=O)OCc1ccccc1	1	104	106	99	9	100	99	0.3	-9	102	x
